Source: PubChem
PLK1 PBD block = PLK1 (human) polo-box domain binding inhibition; P53350; Plk1 PBD binding of FITC phosphopeptide, fluorescence polarization; Potency, µM, without a hit: max response, negative = inhibition, usual class: inhibitors; hit rate 2.8% among 360,000; note: potency is the fitted concentration of half-maximal effect; series mostly up to about 57 µM; % is set by controls: 0 for no effect and ±100 for the full control effect; nearly all actives have a fitted effect of over 65% in size
WRN inhibitor = blocks human WRN helicase. WRN helicase unwinding, fluorescent forked duplex, kinetic. Potency, µM (series often up to 114 µM), without a hit: at the highest dose activity change, negative = inhibition, hits mostly inhibitors. hit rate 0.46% among 360,000. AID 651768; note: potency is the fitted concentration of half-maximal effect; % is set by controls: 0 for no effect and ±100 for the full control effect; nearly all actives have a fitted effect of over 55% in size
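Fluorescence dequenching readout, ex 525 nm/em 598 nm, kinetic mode: forked duplex DNA (100 nM final) with adjacent fluorophore and quencher unwound by WRN (20 nM final) with 2 mM ATP. Compound preincubation 15 min, room temperature.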
FUS suppressor = rescues growth of FUS-expressing yeast; hit rate 0.24% among 390,000; Potency, µM (top dose mostly 76.6 µM), for inactives: top-dose growth rescue (activation), most hits filed as activators; S. cerevisiae FUS-expressing, growth rescue, OD600, 24 h;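 note: potency is the fitted concentration of half-maximal effect; plate controls were DMSO vehicle for no effect and reference control for full effect; nearly all actives have a fitted effect of over 55% in size; some results filed as inactive show a strong effect at the top dose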
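Steps: raffinose overnight preculture; dilution to OD 0.005 in 2% galactose minimal medium; compound addition (concentration series); 24hr at 30C, 99% humidity; absorbance read at 600 nm.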
Abeta yeast res = restores growth of yeast expressing A-beta42 peptide. yeast expressing A-beta42, growth rescue, OD600, 48 h; response scale: 0% DMSO, 100% iron-clioquinol control. Potency, µM (titrated, usually from 46.1 µM), for the others: at the highest dose growth rescue, most hits filed as activators. hit rate 0.063% among 410,000; note: potency is the fitted concentration of half-maximal effect; nearly all actives have a fitted effect of over 55% in size
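Growth rescue measured by 600 nm absorbance after 48 h yeast culture at 30 C with compound. Values normalized between DMSO and an equimolar ferric chloride plus clioquinol control.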
PI5P4K alpha inh = inhibitors of human PI5P4K alpha | PI5P4Kalpha enzyme, ADP-Glo luminescence, 60 min; stronger effect = lower value | max response, % | hit rate 1.2% among 330,000 | AID 652105; active = max response of -50% or lower; inconclusive = between -30% and -50%; inactive = -30% or higher; note: value at the top dose of about 77 µM; % is set by controls: 0 for no effect and ±100 for the full control effect
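ADP-Glo luminescence end-point after a 60 min room-temperature kinase reaction. PI5P4Kalpha and substrate in HEPES pH 7.4 buffer with EGTA, 0.1% CHAPS and 5% DMSO; ATP at 5 microM final.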
EPAC1 agonist = agonists of human EPAC1 | O95398 | Potency, µM (series often up to 154 µM), inactives show top-dose activation, usual class: activators | AID 720707 | EPAC1 agonist qHTS, biochemical assay; response scale: 100% = response to 6.5 mM cAMP | hit rate 0.073% among 360,000; note: potency is the fitted concentration of half-maximal effect; nearly all actives have a fitted effect of over 60% in size
Target sequence (O95398 whole entry, looked up): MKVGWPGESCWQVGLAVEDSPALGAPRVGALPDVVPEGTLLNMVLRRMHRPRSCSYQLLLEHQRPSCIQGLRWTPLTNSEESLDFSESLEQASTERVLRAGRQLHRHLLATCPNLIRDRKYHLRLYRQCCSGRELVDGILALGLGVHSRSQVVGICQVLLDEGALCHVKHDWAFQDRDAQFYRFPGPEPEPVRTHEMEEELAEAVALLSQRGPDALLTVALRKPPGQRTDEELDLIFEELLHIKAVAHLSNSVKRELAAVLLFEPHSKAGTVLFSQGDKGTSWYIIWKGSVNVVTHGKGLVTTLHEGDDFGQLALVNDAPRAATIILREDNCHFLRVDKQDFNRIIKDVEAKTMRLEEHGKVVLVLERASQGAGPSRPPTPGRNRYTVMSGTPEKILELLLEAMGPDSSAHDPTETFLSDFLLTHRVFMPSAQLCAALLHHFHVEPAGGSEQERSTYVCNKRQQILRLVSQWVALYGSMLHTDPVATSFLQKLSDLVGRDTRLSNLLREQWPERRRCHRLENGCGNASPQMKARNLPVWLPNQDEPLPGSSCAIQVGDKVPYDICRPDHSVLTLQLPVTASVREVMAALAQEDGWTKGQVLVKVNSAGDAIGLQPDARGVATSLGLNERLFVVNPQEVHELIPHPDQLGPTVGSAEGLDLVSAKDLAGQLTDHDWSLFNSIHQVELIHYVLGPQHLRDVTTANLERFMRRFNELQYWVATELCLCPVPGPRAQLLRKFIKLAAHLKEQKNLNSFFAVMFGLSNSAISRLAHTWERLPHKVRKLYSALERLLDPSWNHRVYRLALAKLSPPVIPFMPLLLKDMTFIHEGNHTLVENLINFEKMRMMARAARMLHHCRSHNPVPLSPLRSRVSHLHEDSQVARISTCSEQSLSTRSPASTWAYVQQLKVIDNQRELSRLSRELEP
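EPAC1 100 nM, Rap1B–BODIPY-GDP 250 nM, unlabeled GDP 50 uM; compound titration; 5 min RT; kinetic read ex480/em540 at 5-min intervals ×30 min; data normalized to 6.5 mM cAMP agonist control.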
aSyn rescue = rescues yeast growth from alpha-synuclein toxicity; Yeast expressing alpha-synuclein, growth rescue, BacTiter-Glo, 24 h; hit rate 0.14% among 370,000; Potency, µM (titrated, usually from 46.1 µM), inactives show at the top dose growth rescue (activation), usual class: activators; AID 652106; note: potency is the fitted concentration of half-maximal effect; % of control where 0% means no effect; nearly all actives have a fitted effect of over 65% in size
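Screening used galactose-induced yeast with toxic alpha-synuclein levels, exposed to compound for 24 hr at 30 deg C. Cell growth, read with BacTiter-Glo luminescence, gave the measured signal.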
IL2 activator = activators of IL-2. IL-2 activation reporter assay, cell-based qHTS; stimulated with anti-CD3/CD4/CD28 beads; in transgenic mouse T cells. AID 652025. activation, % (series mostly up to about 46 µM). hit rate 0.065% among 360,000; in the data active = activation above about 50%; inconclusive = mostly about 30% to 49%; note: 0% is about no effect
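First, unstimulated transgenic mouse T cells were exposed to compound for 60 min. Next, anti-CD3/anti-CD4-coated beads with anti-CD28 were added. Finally, after 18 h at 37 degrees C, EGFP and DsRed were imaged.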
EPAC1 antagonist = antagonists of human EPAC1 | Potency, µM (titrated, usually from 115 µM), for inactives: top-dose activity change, negative = inhibition, usual class: inhibitors | hit rate 0.14% among 360,000 | EPAC1 GEF assay, Rap1b-BODIPY-GDP exchange fluorescence | O95398;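 note: potency is the fitted concentration of half-maximal effect; plate controls were vehicle for no effect and positive control for full effect; nearly all actives have a fitted effect of over 50% in size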
Starred values were filed as active, the others as inactive; ? = inconclusive; . = not tested or not shown; & = joins results of further samples; [ ] = remark or other dose. Unless noted, calls come from the whole dose curve; as a rule, active = well fitted curve in the direction sought with a large enough effect; inconclusive = small, poorly fitted or top-dose-only effect, or another doubt; inactive = no such curve, though single readings can be large; an effect the other way counts as inactive or inconclusive.

SMILES | PLK1 PBD block | WRN inhibitor | FUS suppressor | Abeta yeast res | PI5P4K alpha inh | EPAC1 agonist | aSyn rescue | IL2 activator | EPAC1 antagonist
COc1ccc(-c2nnn(CCc3nn[nH]n3)n2)cc1OC | 0% | 10% | 23% | 11% | . | -3% | -7% | -0.9 | 2%
COc1ccc(S(=O)(=O)NC(=O)C2(C)CCN2C(=O)C(C)(C)c2ccccc2)cc1 (stereo unspecified) | -9% | -4% | 2% | -6% | -1 | 6% | 7% | 0.5 | 4%
CC1CC(C)CN(C(=O)c2nn(C)c3c2CS(=O)(=O)c2ccccc2-3)C1 (stereo unspecified) | -11% | 2% | -23% | 0% | 1 | 10% | -4% | -1.9 | -25%
Cc1cc(NC(=O)Cn2cnc3sc(C)c(C)c3c2=O)no1 | -2% | -11% | 23% | -4% | 1 | 5% | -3% | 0.5 | -7%
Cn1c(=O)oc2cc(S(=O)(=O)N3CCN(c4cccc(Cl)c4)CC3)ccc21 | 6% | -16% | 28% | -7% | 7 | 6% | -4% | -0.6 | 9%
CSCC[C@H](NC(=O)OC(C)(C)C)C(=O)N1CCC(C(=O)N[C@@H](Cc2c[nH]c3ccccc23)C(=O)O)CC1 | 1% | 0% | 20% | -6% | 4 | -4% | -2% | -0.7 | 6%
O=C(NCCNc1ccc([N+](=O)[O-])cc1C(F)(F)F)c1ccc(F)cc1 | 0% | -8% | . | 6% | 5 | -1% | 14% | -1.7 | ?
Cc1c(Cl)c([N+](=O)[O-])nn1CC(=O)NC12CC3CC(CC(C3)C1)C2 | -3% | -8% | -5% | 32% | -10 | -1% | 9% | -0.8 | -4%
COc1cc(Cl)c(C)cc1NC(=O)CSCC#N | -24% | -9% | 23% | -12% | . | -3% | -3% | -2.2 | 0%
CN1CCN(c2ncnc3c2c(-c2ccccc2)cn3-c2ccc(F)cc2)CC1 | 0% | -3% | 7% | -10% | 21 | -1% | 5% | -4.0 | -4%
CCCOc1cccc(C(=O)O)c1 | 1% | 9% | -21% | 20% | -5 | -9% | -3% | -1.1 | -5%
O=C(COC(=O)c1ccccc1NCc1ccco1)Nc1ccc2c(c1)OCO2 | -5% | -16% | 0% | 7% | -12 | 3% | 1% | -0.2 | -1%
COc1cc(C(=O)NCCCN2CCCC2=O)ccc1OCc1ccc(Cl)cc1Cl | 3% | -5% | 33% | 23% | 2 | 0% | 0% | -7.0 | -1%
COc1cc(OC)cc(-c2nc3nc(C)c(CCC(=O)O)c(C)n3n2)c1 | -2% | -16% | 22% | -3% | 2 | 3% | -2% | 2.9 | 3%
CC(=O)Nc1ccc(S(=O)(=O)NCC(=O)OC(C)c2ccccc2Cl)cc1 (stereo unspecified) | -1% | 3% | . | 9% | 2 | -6% | -12% | -2.8 | -21%
CC1(C(=O)NS(=O)(=O)c2ccc(Cl)cc2)CCN1C(=O)c1cccc(F)c1 (stereo unspecified) | -1% | 3% | 0% | -11% | -1 | -10% | -2% | 0.2 | -2%
O=C(NCC1CCCO1)c1cccc(S(=O)(=O)Nc2cccc(C(F)(F)F)c2)c1 (stereo unspecified) | 11% | -16% | . | -9% | 5 | -2% | 1% | -2.8 | 15%
CN(C)S(=O)(=O)c1ccc(N2CCCC2)c(C(=O)OCC(=O)N2CCN(c3ccccc3)CC2)c1 | 2% | -8% | 11% | -6% | 2 | 4% | -3% | -3.6 | -4%
C=CCn1c(=O)c2ccccc2n2c(SCc3nc(N)nc(Nc4ccccc4C)n3)nnc12 | -6% | 11% | 41% | 1% | . | 6% | 4% | -0.9 | 20%
COc1cc(OC)cc(C(=O)NNC(=O)c2cc3c(s2)CCCC3)c1 | 2% | 6% | -45% | -3% | 0 | -5% | 0% | 0.0 | 6%
CCc1ccccc1NC(=O)Nc1ccc(F)cc1F | -5% | -6% | 4% | 2% | 7 | 0% | 0% | 0.1 | -15%
COc1cc([N+](=O)[O-])ccc1NC(=O)NCc1cccnc1 | 2% | 7% | -21% | -5% | 2 | -1% | 0% | -2.1 | 8%
O=C(N/N=C/c1cccc2ccccc12)c1cc(C2CC2)[nH]n1 | -7% | -1% | -7% | 4% | 2 | 2% | -1% | 1.2 | -20%
NC(=O)COc1ccc2cc(-c3ccc(F)cc3)c(=O)oc2c1 | -14% | 1% | -1% | 4% | -1 | -5% | 0% | -3.3 | 0%
COc1ccc(C(CNC(=O)c2cncc(Br)c2)N(C)C)cc1 (stereo unspecified) | -2% | 1% | -21% | 11% | 1 | 8% | 0% | -0.6 | 6%

Carrying on.
SMILES | PLK1 PBD block | WRN inhibitor | FUS suppressor | Abeta yeast res | PI5P4K alpha inh | EPAC1 agonist | aSyn rescue | IL2 activator | EPAC1 antagonist
CCC1(c2ccc(OC)cc2)NC(=O)N(CC(=O)NC2CCCCC2C)C1=O (stereo unspecified) | 1% | 9% | 4% | -5% | 0 | -3% | 0% | 4.7 | 0%
Cc1cc(C)n(CCN(C)C(=O)c2cc(COc3c(F)cccc3F)on2)n1 | 3% | 1% | 11% | -9% | 3 | 4% | 0% | -1.0 | -1%
O=C(COc1c(Br)cc(Br)c2cccnc12)Nc1ccccc1F | -20% | -7% | -14% | -20% | ? | 3% | 5% | -1.2 | -13%
CC(Oc1ccc(Cl)cc1Cl)c1nc(-c2ccc(NC(=O)c3ccccn3)cc2)no1 (stereo unspecified) | 5% | 0% | 3% | 21% | . | 1% | -8% | 1.4 | 7%
O=C(Nc1ccc(S(=O)(=O)N2CCCC2)cc1)c1ccc(OCC2CCCO2)cc1 (stereo unspecified) | 0% | -3% | ? | 0% | 12 | 6% | 4% | -0.8 | -26%
CCOC(=O)Cn1c(=N)n(CCOc2ccc(OC)cc2)c2ccccc21 | 2% | 6%[57.1 µM] | -13%&-9% | -5%&6% | 1 | -3% | 3% | -3.4 | -6%
Cc1cc(NC(=O)Cn2cc(C(F)(F)F)cc(Cl)c2=O)no1 | 3% | -2% | 3% | 24% | . | 1% | 4% | -0.2 | 2%
CCN(CC)CCOC(=O)c1ccc(Cl)cc1 | -13% | 8% | 17% | -14% | 0 | 1% | 2% | -1.6 | 29%
C=CCN1c2ccccc2[C@]23C[C@@H](C(=O)OC)N=C2NC(C(=O)OC)=C(C(=O)OC)[C@H]13 | -5% | -1% | 4% | 4% | -2 | 1% | -14% | -0.2 | 1%
Cn1c(=O)c(/C(N)=N/OC(=O)c2ccccc2)cn(-c2ccccc2)c1=O | -13% | -29% | -5% | 4% | 4 | -1% | -18% | 2.6 | 5%
COc1ccccc1CNS(=O)(=O)c1ccc2c(c1)CC(C)N2C(=O)C1CC1 (stereo unspecified) | -3% | -9% | 25% | . | -3 | 10% | 8% | -0.2 | -9%
Cc1ccc(O)c(C=Nc2ccc3[nH]ncc3c2)c1 | 0% | -14% | . | -11% | -3 | -2% | -1% | 3.0 | 13%
COC(=O)c1cc(OCC(=O)Nc2ccc3c(c2)CCC3)cc(C(=O)OC)c1 | -14% | -29% | 7% | -4% | -1 | -2% | -2% | 1.3 | -21%
CCOc1ccc(-c2csc(NC(=O)c3ccc(S(=O)(=O)N4CCc5ccccc5C4)cc3)n2)cc1 | 1% | 13% | -11% | -8% | 2 | -1% | -3% | -1.3 | -23%
COc1ccc(/C=C2\SC(=S)N(CCC(=O)N3CCOCC3)C2=O)cc1OC | -7% | -1% | -37% | 1% | 2 | -6% | -1% | 2.1 | -5%
Cc1ccc(C(=O)NNC(=O)c2ccc(S(=O)(=O)N3CCOCC3)cc2)cc1 | 0% | 5% | 23% | -12% | 2 | -4% | 0% | -3.8 | -8%
COc1cc(OC)c(NC(=O)C(=O)CC(=O)c2ccc(C)cc2C)cc1Cl | 4% | -6% | 25% | -1% | -7 | -1% | 9% | 15 | 12%
O=C(c1ccco1)N1CCN(C(=O)c2cccc3c2C(=O)N(Cc2cccnc2)C3)CC1 | -6% | 0% | -7% | -7% | -1 | 3% | -4% | -1.8 | 2%
CC(=O)NCCc1cc2ccc(C)cc2[nH]c1=O | -3% | -17% | . | 8% | 2 | 3% | 8% | -2.8 | 10%
O=C(CSc1nc2ccccc2nc1N1CCOCC1)N1CCN(c2ccccc2)CC1 | 5% | -1% | ? | -14% | 4 | -11% | ? | 1.4 | -8%
CCOc1ccc(N(C)c2ccc(/C=C3/SC(=S)NC3=O)cc2)cc1 | 1% | ? | 39% | -11% | -55* | -7% | -4% | 3.5 | -29%
COc1ccccc1CCNC(=O)C1(C)CC1(Cl)Cl (stereo unspecified) | -1% | 3% | 7% | 3% | -5 | 1% | -1% | 0.2 | 9%
O=C(Cn1cc(COc2c(F)c(F)cc(F)c2F)nn1)c1ccc(O)cc1 | ? | 0% | -1% | -26% | -2 | -14% | 0% | -0.1 | 3%
CC(=O)N1CCN(S(=O)(=O)c2ccc3c(c2)CC(=O)N3)CC1 | -3% | 16% | ? | -5% | 2 | 6% | -5% | 3.3 | -1%
O=C(O)COc1ccc(-c2nccc(-c3ccccn3)n2)cc1 | 19µM* | -16%[57.1 µM] | -2% | -23% | -24 | 0% | 7% | 3.7 | -8%
O=C(N/N=C/c1cccc([N+](=O)[O-])c1)c1ccc(Br)cc1 | -16% | -29% | 22% | 15% | -3 | 0% | -2% | 1.2 | -24%
CCN(CC)C(=O)[C@H]1C[C@H](CC(=O)NCCCN(C)C)C(=O)N2CCc3c([nH]c4cc(CCC(=O)N(C)C)ccc34)[C@]12C | -10% | -2% | -25% | 7% | -1 | 0% | 1% | 0.9 | 1%
CCOC(=O)C1=CCN(S(=O)(=O)c2ccccc2C(=O)OC)C1c1ccc(Cl)cc1 (stereo unspecified) | -12% | -17% | 34% | -6% | -5 | 3% | 1% | -0.9 | ?

Entries of single compounds, quoted from the list:
COc1ccc(/C=C2\SC(=S)N(CCC(=O)N3CCOCC3)C2=O)cc1OC is listed as PLK1 PBD block = -7%; WRN inhibitor = -1%; FUS suppressor = -37%; Abeta yeast res = 1%; PI5P4K alpha inh = 2; EPAC1 agonist = -6%; aSyn rescue = -1%; IL2 activator = 2.1; EPAC1 antagonist = -5%
Cc1ccc(O)c(C=Nc2ccc3[nH]ncc3c2)c1 is listed as PLK1 PBD block = 0%; WRN inhibitor = -14%; FUS suppressor = .; Abeta yeast res = -11%; PI5P4K alpha inh = -3; EPAC1 agonist = -2%; aSyn rescue = -1%; IL2 activator = 3.0; EPAC1 antagonist = 13%
